# Bioassay records as filed in PubChem BioAssay.
# EBV gp42 inh – inhibitors of Epstein-Barr virus glycoprotein 42; Fluorescence polarization binding assay, mP read-out; inhibition, % (tested at 21.74 µM); actives 0.42% (n = 220,000); in the data active means inhibition above about 50%
# Target sequence (Q1HVG2 whole entry, looked up): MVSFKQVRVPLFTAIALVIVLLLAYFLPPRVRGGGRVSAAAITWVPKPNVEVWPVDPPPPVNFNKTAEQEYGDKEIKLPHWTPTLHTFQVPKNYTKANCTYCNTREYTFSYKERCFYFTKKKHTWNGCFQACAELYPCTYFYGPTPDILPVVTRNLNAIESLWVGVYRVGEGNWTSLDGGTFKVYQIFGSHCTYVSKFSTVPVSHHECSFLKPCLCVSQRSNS
# TNF necrop inh – inhibitors of TNF-alpha induced necroptosis in Jurkat FADD-/- cells; Jurkat FADD-/- TNF necroptosis rescue, ATP luminescence, 24 h; 0 = TNF only, 100 = no-TNF cells; AID 463075; activation (protection from cell death), % at 10 µM; actives 0.068% (n = 220,000);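 active means activation, meaning protection from cell death, of at least 50% relative to plate controls; inactive means activation below 50%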;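 further: necroptosis triggered by 40 ng/mL TNF-alpha added together with compound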
# CHOP inh – CHOP inhibition in unfolded protein response. inhibition, % at 10 µM. AID 2732. actives 3.8% (n = 220,000). CHO-K1 CHOP-promoter luciferase, tunicamycin-induced, 15-18 h;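 active means compounds that reduced the stress-induced luciferase reporter signal by more than about 70% of percent inhibition, limit read from the data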;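 further: 0% = tunicamycin plus vehicle and 100% = wells without tunicamycin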
# TRPML3 agonist – agonists of human TRPML3 channel | Q8TDD5 | HEK293 TRPML3-YFP, Fluo-8 calcium fluorescence; 100% = the carbachol control signal | activation, % at 3 µM | actives 0.29% (n = 220,000);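 active means activation above its plate's cutoff, the mean activation of the plate's test wells plus 3 SD, cut at about 12% in these data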;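 further: 0% = DMSO only wells and 100% = carbachol wells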
#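 Test system: TRPML3-YFP stable HEK293 cells. Doses: single point at 3 µM. Incubation: dye loading 1 h 37 °C then 30 min ambient, 125 s read. Signal: Fluo-8 calcium dye fluorescence, ex 470-495, em 515-575 nm. Measure: percent activation from peak-to-basal fluorescence ratio, scaled between DMSO and carbachol.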
# NCF1 inh – inhibitors of human p47phox binding. P14598. p47phox/p22phox peptide binding, fluorescence polarization, 2 h. inhibition, % at 24.7 µM. actives 0.53% (n = 220,000);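 active means inhibition above about 30%, limit read from the data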;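 further: 0% = p47phox with labelled peptide and 100% = labelled peptide alone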
# Target sequence (P14598 whole entry, looked up): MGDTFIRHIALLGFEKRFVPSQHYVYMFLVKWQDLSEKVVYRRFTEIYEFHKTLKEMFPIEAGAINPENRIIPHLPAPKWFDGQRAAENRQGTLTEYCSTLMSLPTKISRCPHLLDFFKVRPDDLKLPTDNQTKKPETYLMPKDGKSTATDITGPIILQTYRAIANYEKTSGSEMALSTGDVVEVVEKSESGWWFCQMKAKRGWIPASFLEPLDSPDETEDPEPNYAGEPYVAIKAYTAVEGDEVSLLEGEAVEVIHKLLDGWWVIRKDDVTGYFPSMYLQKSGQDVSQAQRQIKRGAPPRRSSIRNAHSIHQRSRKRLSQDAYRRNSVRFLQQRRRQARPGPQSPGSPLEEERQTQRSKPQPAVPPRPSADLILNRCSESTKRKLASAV
# Runt-SMMHC FRET – blocks binding of human RUNX1 Runt domain to CBFb-SMMHC | Q01196+Q13951 | Cerulean-Runt/Venus-CBFb-SMMHC FRET ratio 530/480, 1 h | inhibition, % at 20 µM | actives 0.74% (n = 220,000) | AID 1434;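 active means mean inhibition across duplicate retests at 20 µM reaching about 50%, limit read from the data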;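 further: 0% = DMSO wells and 100% = wells with excess untagged CBFb-SMMHC; inhibitors lower the FRET ratio by blocking Runt binding to CBFb-SMMHC; some results filed as inactive read as strong as hits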
# Mdm2 ligase inh – inhibitors of human Mdm2 E3 ubiquitin ligase | actives 0.11% (n = 210,000) | cell-based MDM2 ubiquitination luciferase reporter, 2 h; 0 = plate control, 100 = twice control, blank-subtracted | signal enhancement, % at 5 µM | Q00987 | AID 1230;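 active means signal enhancement of 30% or more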;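 further: luminescence tracks abundance of the self-degrading MDM2-luciferase fusion protein; higher signal means inhibition of MDM2 E3 ligase activity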
# Target sequence (Q00987 whole entry, looked up, the tested form may be a part): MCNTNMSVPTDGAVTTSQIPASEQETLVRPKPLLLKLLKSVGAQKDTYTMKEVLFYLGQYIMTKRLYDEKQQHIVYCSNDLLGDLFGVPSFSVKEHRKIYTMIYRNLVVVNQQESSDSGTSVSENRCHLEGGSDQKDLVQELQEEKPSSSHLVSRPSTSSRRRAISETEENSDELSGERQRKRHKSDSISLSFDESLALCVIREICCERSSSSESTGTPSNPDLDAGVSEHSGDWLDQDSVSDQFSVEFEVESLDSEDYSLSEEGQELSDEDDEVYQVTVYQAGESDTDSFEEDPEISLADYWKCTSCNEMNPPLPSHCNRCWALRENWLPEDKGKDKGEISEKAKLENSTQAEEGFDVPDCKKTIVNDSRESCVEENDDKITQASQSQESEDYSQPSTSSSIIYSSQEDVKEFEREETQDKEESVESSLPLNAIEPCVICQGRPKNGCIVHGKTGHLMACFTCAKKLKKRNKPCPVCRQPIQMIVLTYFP
#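 Test system: mammalian cells stably expressing self-ubiquitinating, self-degrading MDM2 E3–luciferase fusion; Amount: 2000 cells in each well; Medium: DMEM; Schedule: 4 h settle plus 2 h compound, 37 °C; Technique: SteadyLite luciferase luminescence after 15 min room-temperature reagent incubation; Benchmarks: plate control and blank wells.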
# PPC-1+TRAIL kill – kills PPC-1 cancer cells in the presence of TRAIL; AID 1443; PPC-1 cells + TRAIL, ATPLite viability luminescence; cell killing (% activity), % at 4 µM; actives 0.41% (n = 220,000);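 active means cell killing above 50% in the first pass at 4 µM, then a duplicate retest at 5 µM averaging 50% or more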;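 further: plate controls were cells with TRAIL plus DMSO for no effect and medium-only wells lacking cells for full effect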
# TRPN1 ag – activates the zebrafish TRPN1 channel. actives 0.18% (n = 220,000). activation, % at 3 µM. AID 1424. HEK293 zebrafish TRPN1-YFP, Fluo-8 calcium fluorescence; 100% = response to 87 µM carbachol;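 active means activation above its plate's cutoff, the mean activation of test wells on that plate plus 3 SD, cut at about 19% in these data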;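 further: 0% = DMSO alone and 100% = 87 µM carbachol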
#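 Material – zebrafish TRPN1-YFP in HEK293 cells · Doses – 3 µM single point · Schedule – dye 1 h 37 °C plus 30 min RT · Signal – Fluo-8 calcium fluorescence, excitation 470-495 nm, emission 515-575 nm · Read-out – % activation versus carbachol response · Control set – carbachol high, DMSO low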
# * = called active by the depositor; · = not tested or not shown.
SMILES,EBV gp42 inh,TNF necrop inh,CHOP inh,TRPML3 agonist,NCF1 inh,Runt-SMMHC FRET,Mdm2 ligase inh,PPC-1+TRAIL kill,TRPN1 ag
COCCCNS(=O)(=O)c1ccc2c(c1)OCCO2,0.3,1.2,7.8,-0.1,8.3,-1.6,12.4,1.9,0.5
O=C(COC(=O)c1ccccc1O)Nc1ccc(S(=O)(=O)N2CCCCC2)cc1,-6.9,0.8,33.8,2.1,-20.3,2.3,5.8,10.3,1.2
COc1ccc(-c2noc(COc3ccc(C)c(C)c3)n2)cc1OC,-14.0,-1.0,41.8,-0.2,-7.6,-1.3,-12.9,6.5,-0.8
CCOC(=O)C1=C(C)OC(N)=C(C#N)C1c1ccc(C)s1 (configuration not stated),2.8,-0.6,-17.9,-0.2,-11.1,-3.5,-14.9,-11.2,-1.1
CC(=O)Oc1oc(-c2ccccc2)nc1/C=N/c1ccccn1,-19.4,-2.3,100.6*,0.2,8.1,5.7,10.2,10.6,0.7
O=C(CSc1ncnc2nc[nH]c12)N1CCN(c2ccc(Cl)cc2)CC1,-7.2,-2.1,42.6,0.1,4.1,4.6,-13.3,5.3,2.2
Cc1ccc(S(=O)(=O)NC(C)(C)CSc2nnc(N)s2)cc1,-8.7,-1.5,-0.6,-0.5,-8.4,-3.5,3.6,2.6,-0.4
C/C(=N\N=C1\NC(=O)CC(C(=O)O)S1)c1cccs1 (configuration not stated),-3.8,-1.4,5.9,0.8,3.7,-3.7,10.5,24.1,-0.1
CC1=C(C(=O)OCCc2ccccc2)C(c2ccsc2)NC(=O)N1C (configuration not stated),0.7,0.7,40.7,-1.2,-1.4,-0.4,-2.8,22.9,-0.6
O=C(O)CCC(=O)Nc1nc2nc(-c3ccccc3)cc(-c3ccccc3)n2n1,-7.7,-3.0,2.5,-0.3,-2.2,-8.8,-10.4,18.3,1.7
COc1cccc(-c2nnn(CCC(=O)O)n2)c1,-11.9,0.1,14.9,-0.3,-4.5,2.6,9.0,3.3,0.8
O=C(/C=C/c1ccc(S(=O)(=O)N2CCOCC2)cc1)NC(=S)Nc1ccc(N2CCOCC2)cc1,3.4,-1.9,-37.4,0.6,-1.1,1.7,-3.0,23.6,0.6
CCN(CC)CC(=O)Nc1c(C#N)cnn1-c1ccccc1,-23.2,3.7,-7.7,0.8,-4.1,-7.0,3.5,2.1,1.8
Cc1nc(SCc2ccccc2F)c2cnn(-c3ccccc3)c2n1,-24.4,0.4,10.2,1.0,-38.0,-0.3,-8.6,20.1,0.0
CCCCN1C(=O)C(=O)NC[C@@H]1C(C)CC (some centres not stated),-12.6,0.1,-13.8,·,-1.3,-5.4,22.5,16.7,·
COCCNS(=O)(=O)c1ccc2c(c1)n(C)c(=O)n2C,-21.6,0.4,1.0,1.3,-33.7,-3.9,-8.8,42.2,1.8
COCc1cc(C)nc2sc3c(=O)oc(C)nc3c12,-9.7,-0.3,19.3,0.2,-22.4,-4.8,-17.0,15.7,1.7
CCCCC1CCC(c2nc(-c3ccccn3)no2)CC1 (configuration not stated),-2.3,-3.6,69.6,1.0,-9.3,-15.1,-51.7,27.0,0.7
CCC(C)NC(=O)COC(=O)c1csc2c1CCCC2 (configuration not stated),1.8,1.2,-2.5,-0.3,-0.6,-6.5,-11.5,2.9,0.0
CN(C)CCNC(=O)c1ccc(COc2ccc(Cl)cc2Cl)cc1,-24.6,3.2,-11.3,2.5,-17.1,-2.3,4.0,23.2,2.7
CN1CCC(NC(=S)NC2CC2)CC1,-4.8,-0.7,-11.9,0.2,-0.2,-1.0,-22.8,0.3,0.9
COc1ccc(OC)c2c(C)c(C)[nH]c12,-19.2,3.5,18.2,0.2,-8.2,-2.6,·,9.2,0.2
O=C(c1ccco1)N1CCN=C1SCc1ccc(F)cc1,-0.6,2.8,17.8,-0.1,-10.8,3.0,-18.5,-7.8,0.1
CC(C)(C)c1cc(-c2csc(Nc3ccccc3)[n+]2Cc2ccc(C(=O)O)cc2)cc(C(C)(C)C)c1O,8.3,1.6,106.4*,-0.4,-11.0,-12.2,-1.5,-9.5,1.6
CCOc1ccc(NC(=O)CN(C)c2ccc(S(=O)(=O)N3CCOCC3)cn2)cc1OCC,-15.3,0.5,-2.3,0.9,-14.3,-6.9,-9.0,9.7,1.0
COc1ccc(NC(=O)C2CC(=O)n3cnnc3S2)cc1 (configuration not stated),-40.0,-2.1,-3.9,-0.2,-17.8,1.5,·,12.8,-0.5
COC(=O)c1nn(-c2ccccc2)c(Cl)c1/C=N/OC(=O)c1ccc(Cl)c(Cl)c1,-1.1,-0.5,39.0,1.0,-4.5,2.8,-2.7,1.7,2.7
Cc1ccc(N2C(=O)C(Cc3ccc(O)cc3)NC2=S)cc1C (configuration not stated),-7.4,1.3,23.1,0.7,-10.4,0.2,-11.0,6.2,1.6
O=C(NC1CCCC1)C1CCCN(S(=O)(=O)c2ccc(-n3cnnn3)cc2)C1 (configuration not stated),1.1,1.0,-10.4,1.0,-9.0,3.5,-20.9,14.4,1.9
S=c1[nH]nc(-c2cccnc2)o1,-5.8,-2.9,29.1,0.9,-15.8,4.0,-0.4,3.2,-0.6

# Taken from above for reference:
SMILES,EBV gp42 inh,TNF necrop inh,CHOP inh,TRPML3 agonist,NCF1 inh,Runt-SMMHC FRET,Mdm2 ligase inh,PPC-1+TRAIL kill,TRPN1 ag
CC(C)(C)c1cc(-c2csc(Nc3ccccc3)[n+]2Cc2ccc(C(=O)O)cc2)cc(C(C)(C)C)c1O,8.3,1.6,106.4*,-0.4,-11.0,-12.2,-1.5,-9.5,1.6
CCOc1ccc(NC(=O)CN(C)c2ccc(S(=O)(=O)N3CCOCC3)cn2)cc1OCC,-15.3,0.5,-2.3,0.9,-14.3,-6.9,-9.0,9.7,1.0
COc1ccc(NC(=O)C2CC(=O)n3cnnc3S2)cc1 (configuration not stated),-40.0,-2.1,-3.9,-0.2,-17.8,1.5,·,12.8,-0.5
COC(=O)c1nn(-c2ccccc2)c(Cl)c1/C=N/OC(=O)c1ccc(Cl)c(Cl)c1,-1.1,-0.5,39.0,1.0,-4.5,2.8,-2.7,1.7,2.7

# Remaining list, next part
SMILES,EBV gp42 inh,TNF necrop inh,CHOP inh,TRPML3 agonist,NCF1 inh,Runt-SMMHC FRET,Mdm2 ligase inh,PPC-1+TRAIL kill,TRPN1 ag
CC(=O)Oc1ccc2oc3c(c2c1)C(=O)CCC3,-7.2,-3.1,25.4,0.1,-10.3,0.4,-11.2,4.3,-0.1
CCOC(=O)CNC(=O)Cc1ccc(OC)cc1,-5.8,4.1,-10.6,0.0,-4.0,-1.1,-15.7,7.5,2.1
Clc1ccc(N=C2SCCS2)cc1,-23.3,0.6,-10.0,-0.1,0.2,-6.6,1.2,20.0,-2.5
CN(CC(=O)Nc1ccc(Cl)cc1)c1ccc(S(=O)(=O)N2CCCCC2)cc1[N+](=O)[O-],-13.1,3.3,42.6,0.3,-9.2,1.0,-15.1,5.0,-0.6
O=c1cc(N2CCCCC2)c(-c2ccccc2)nn1Cc1ccc(F)cc1,-3.1,-0.5,81.5*,1.7,-7.5,-2.7,-21.5,11.5,-0.2
COc1ccccc1CNC(=O)CN1CCC(n2cnc3cc(F)ccc32)CC1,-8.9,4.5,-35.8,-0.2,10.9,3.4,·,5.8,-0.5
Cc1nn(C2CCCO2)c(=O)nc1N (configuration not stated),3.3,0.6,-3.3,0.7,5.8,-4.1,-16.1,22.4,1.1
COCC(=O)Nc1cccc(Br)c1,-19.8,-1.1,19.2,0.5,-2.7,1.0,-8.1,10.7,-1.2
O=C(CSc1nnc(C2CC2)n1Cc1ccccc1)NCc1ccccc1,-15.0,-0.3,10.6,-0.1,-0.2,-0.8,1.4,8.2,-0.6
CCOC(=O)c1c(O)c2cc(Cl)ccc2n(CC)c1=O,-13.9,0.2,-1.1,0.1,-3.5,-1.6,-11.4,11.9,-1.2
CCCCN(C)C(=O)c1nc2ccccn2c1CN1CCC[C@H]1C(=O)OC,4.8,-0.7,7.0,-0.6,-15.7,-0.1,-1.1,-5.8,-1.3
C=CCNc1nnnc2c1sc1nc(N3CCOCC3)c3c(c12)CCCC3,-24.5,-2.0,-21.9,0.6,-8.4,-1.1,-3.3,-2.9,2.5
CCC1CC2(C)NC(=O)c3c(sc4c3CC(C)(C)OC4)N2C1=O (configuration not stated),-9.4,-0.5,-10.4,0.8,1.7,6.7,16.4,-9.1,1.7
O=C(NN1CCOCC1)c1ccc(Cl)cc1,-10.8,0.8,-0.9,0.7,6.3,-1.9,-4.4,32.5,-1.0
COc1ccc(N2CCN(C(=O)Nc3ccccc3C)CC2)cc1,6.2,-0.3,-7.6,0.8,2.4,4.4,-39.7,15.0,0.2
Cn1cc(/C=N/NC(N)=S)c2ccccc21,-18.8,-5.2,8.7,0.5,-6.4,-7.2,-7.1,13.1,0.5
O=C(Nc1nnc(CCN2CCOCC2)s1)c1ccccc1,-18.2,0.6,-6.1,0.8,-4.8,12.1,-3.5,-26.2,-0.2
Cc1ccccc1N(C)C(=O)c1coc(=O)c2ccccc12,5.8,-0.8,14.1,0.1,-15.2,6.0,0.7,19.2,-2.2
CSc1cccc(NC(=O)OC2CCCCCCCCCCC2)c1,-10.3,4.3,-0.9,0.5,-12.5,0.3,0.1,4.0,0.5
Cc1csc2c(=O)n3c(nc12)CCCCC3,-10.9,-0.3,15.9,-1.0,-10.2,-1.2,-4.5,14.4,0.0

# In the list so far, two contain a furan ring, fused or not:
SMILES,EBV gp42 inh,TNF necrop inh,CHOP inh,TRPML3 agonist,NCF1 inh,Runt-SMMHC FRET,Mdm2 ligase inh,PPC-1+TRAIL kill,TRPN1 ag
O=C(c1ccco1)N1CCN=C1SCc1ccc(F)cc1,-0.6,2.8,17.8,-0.1,-10.8,3.0,-18.5,-7.8,0.1
CC(=O)Oc1ccc2oc3c(c2c1)C(=O)CCC3,-7.2,-3.1,25.4,0.1,-10.3,0.4,-11.2,4.3,-0.1

# Further results.
SMILES,EBV gp42 inh,TNF necrop inh,CHOP inh,TRPML3 agonist,NCF1 inh,Runt-SMMHC FRET,Mdm2 ligase inh,PPC-1+TRAIL kill,TRPN1 ag
ON1C(c2ccc(Cl)cc2Cl)N(O)[C@H]2CCCC[C@H]21 (some centres not stated),0.8,-1.7,11.6,0.8,-8.0,-3.1,-8.2,12.8,-0.4
Oc1ccccc1-c1nnc(COc2ccccc2)o1,-0.2,1.1,16.6,0.2,-13.4,4.1,-11.2,8.2,-1.1
Cc1cccc(C)c1NC(=O)c1ccc(-c2ccc(Cl)cc2Cl)o1,4.7,1.4,60.5,-0.6,-2.6,-2.6,-8.8,-4.2,-1.1
CCNC(=S)N(CCc1c(C)[nH]c2ccc(C)cc12)Cc1cccs1,1.7,0.3,62.4,0.9,-10.3,1.8,-4.1,13.2,0.1
COC(=O)c1ccc(C23CC4(C2)[C@H](CN(Cc2ccc(-c5ccccc5)cc2)[C@@H]4c2ccccc2)C3c2ccccc2)cc1 (some centres not stated),-34.0,0.3,21.1,·,-40.4,1.1,7.3,9.1,·
